RAD52 anneal inh: blocks human RAD52 DNA annealing; P43351; inhibition, % at 18.7 µM; hit rate 0.46% among 360,000; AID 651710; recombinant RAD52 DNA annealing, FRET fluorescence;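 active means every replicate showing at least 50% inhibition; inconclusive means mean inhibition at least 50% but not in every replicate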
ARNT TACC3 PPI: disrupts binding between human ARNT and TACC3. AID 623870. AlphaScreen His-ARNT PAS-B/GST-TACC3 binding, luminescence; TACC3 fragment carries E629A point mutation. inhibition, % at 9.99 µM. hit rate 0.66% among 390,000. Q9Y6A5;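 active means mean inhibition of replicates at least 50% and at least half of replicates each reaching 50%; inconclusive means half or more replicates reach 50% but mean below 50%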;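 further: 0% = complete ARNT plus TACC3 wells and 100% = ARNT alone without TACC3; many hits fall short of the cut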
esBAF inh: blocks esBAF chromatin remodeling in mouse ES cells; hit rate 2% among 350,000; Bmi1-luciferase knock-in reporter, 24 h; 100% = twice the neutral-well signal; reporter increase, % at 12.5 µM; in the data active means activation above about 40%; inconclusive means no clear call, values can overlap the other calls;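 further: 0% = median of the plate's neutral control wells and 100% = double that signal; a rise in the Bmi1 reporter signal indicates esBAF inhibition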
INS-1E GSIS act: primary screen for activators of insulin secretion dependent on glucose, INS-1E cells, GLuc reporter luminescence; INS-1E GLuc reporter insulin secretion, 2-3 h; activation, % at 16.6 µM; hit rate 0.61% among 370,000;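 active means lowest replicate activation of at least 40%, so every replicate reaches that level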;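 further: 0% = median of neutral control wells and 100% = median of IBMX positive control wells; some compounds called inactive have numbers as strong as hits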
Xi reactivation: X-chromosome reactivation activator; XiGFP mouse fibroblasts, % GFP-positive cells imaging, 3 d; cells co-treated with 5-aza-dC sensitizer; scaled so ellipticine positive control = 100%; activation, % at 7.58 µM; hit rate 0.055% among 360,000; AID 743238;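 active means mean normalized replicate activation at least 10% and every replicate at or above 10%; inconclusive means only one of the two criteria met; inactive means mean below 10% and not all replicates reach 10%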;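 further: 0% = median of on-plate neutral control wells and 100% = ellipticine 6 µM median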
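Assay system: SV40-immortalized XiGFP fibroblast cells, line 68-5-11; buffer or medium: DMEM plus 5-aza-dC sensitizer; compound: one concentration, pinned; timing: compounds 3 days, fix/stain 15 min at room temperature; benchmarks: positive control ellipticine, 6 µM final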
RAD54 branch: RAD54 (human) branch migration inhibition; AID 602329; RAD54 Holliday junction branch migration, FAM/BHQ fluorescence; Q92698; hit rate 0.14% among 360,000; inhibition, % at 10.4 µM;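 active means mean normalized replicate activity at least 40 and at least half of replicates scoring 40 or more; inconclusive means only one of the two criteria met; inactive means mean below 40 and under half of replicates reaching 40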;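 further: 0% = median of neutral control wells and 100% = median of positive control wells; inhibitors cause a drop in the FAM fluorescence signal; in these data hits start at about 50%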
F508del corr: correctors of CFTR F508del function in bronchial epithelial cells. hit rate 0.36% among 350,000. CFBE cells, YFP halide quenching; stimulated with forskolin plus potentiator P3; % fluorescence drop versus neutral controls. activity (quench increase), % at 7.58 µM. AID 720511;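 active means mean added fluorescence quench of at least 8% versus neutral control, with both replicates also reaching 8%; inconclusive means only one of the mean or replicate conditions met; inactive means mean below 8% and not both replicates reaching 8%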;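 further: cells transiently co-express mutant CFTR-F508del with the halide-sensitive YFP; corrector assay measuring rescue of mutant channel to the surface after 24 h compound exposure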
ERAP1 HTS inh: blocks human ERAP1 aminopeptidase activity. inhibition, % at 10.7 µM. hit rate 0.15% among 340,000. recombinant ERAP1, Leu-AMC fluorescence, 60 min. Q9NZ08;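 active means mean replicate inhibition of at least 30%, or all replicates individually reaching that 30% level; inactive means mean below 30% and not every replicate reaching it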;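 further: 0% = neutral control wells and 100% = L-leucinethiol positive control wells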
Target sequence (Q9NZ08 whole entry, looked up): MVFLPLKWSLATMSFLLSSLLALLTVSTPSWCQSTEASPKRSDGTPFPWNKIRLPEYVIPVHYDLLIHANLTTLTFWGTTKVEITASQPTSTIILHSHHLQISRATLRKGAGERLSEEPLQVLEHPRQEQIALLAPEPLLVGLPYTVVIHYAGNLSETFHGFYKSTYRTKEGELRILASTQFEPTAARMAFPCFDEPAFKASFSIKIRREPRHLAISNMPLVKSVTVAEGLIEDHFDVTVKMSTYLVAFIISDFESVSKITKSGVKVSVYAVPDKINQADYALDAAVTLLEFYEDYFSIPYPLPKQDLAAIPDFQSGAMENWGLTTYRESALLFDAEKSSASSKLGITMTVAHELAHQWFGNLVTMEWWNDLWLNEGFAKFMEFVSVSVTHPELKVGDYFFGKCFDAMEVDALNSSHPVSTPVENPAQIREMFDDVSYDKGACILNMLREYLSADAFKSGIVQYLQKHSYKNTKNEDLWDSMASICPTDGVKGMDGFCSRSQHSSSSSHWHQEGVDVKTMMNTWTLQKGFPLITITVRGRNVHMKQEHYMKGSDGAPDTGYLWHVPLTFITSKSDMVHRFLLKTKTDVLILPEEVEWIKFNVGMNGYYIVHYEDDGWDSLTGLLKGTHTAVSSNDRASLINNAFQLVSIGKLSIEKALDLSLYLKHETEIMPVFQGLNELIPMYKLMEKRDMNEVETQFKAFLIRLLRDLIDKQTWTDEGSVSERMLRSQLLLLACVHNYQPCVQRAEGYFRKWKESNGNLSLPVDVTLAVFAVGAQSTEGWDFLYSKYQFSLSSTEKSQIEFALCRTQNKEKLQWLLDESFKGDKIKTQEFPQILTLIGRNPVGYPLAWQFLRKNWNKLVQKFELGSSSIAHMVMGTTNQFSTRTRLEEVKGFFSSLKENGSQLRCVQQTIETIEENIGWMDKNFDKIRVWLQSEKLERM
An asterisk follows results filed as active; u = inconclusive; x = no result given. This is a random part of the collection; 3.3% or so of the library scored in one or more.

SMILES	RAD52 anneal inh	ARNT TACC3 PPI	esBAF inh	INS-1E GSIS act	Xi reactivation	RAD54 branch	F508del corr	ERAP1 HTS inh
COc1ccccc1NC1=C(NC(C)=O)C(=O)c2ccccc2C1=O	-15	-4	x	-25	-0.1	x	8.2*	8
CCN(CC)S(=O)(=O)c1cccc(C(=O)Nc2nncs2)c1	x	-1	-10	0	x	-3	x	x
Cc1ccc(S(=O)(=O)N(C)C)cc1NC(=O)COc1ccc(-c2nnco2)cc1	-11	1	-3	19	-0.1	-14	0.6	2
O=C(Cc1c[nH]c2ccccc12)N/N=C/c1cccc(F)c1	-6	0	x	-26	0.0	0	0.7	0
CCOc1ccc(Oc2cc(N)cc([N+](=O)[O-])c2)cc1	-15	x	x	10	0.2	x	x	5
C=CCn1c(COc2ccc(Cl)cc2)nnc1SCC(=O)c1c(N)n(C)c(=O)n(C)c1=O	-6	-16	-3	-21	0.0	-4	3.0	1
CCCNC(=O)N1C[C@@H]2[C@H](c3ccccc31)[C@H](CO)N2CC1CCCCC1	-20	3	-3	-7	0.0	13	0.0	1
O=[N+]([O-])c1cc(CN2CCCCCC2)ccc1O	-13	-8	3	-4	0.0	-13	-2.4	1
CSc1cccc(NC(=O)C2CC(=O)N(c3ccc4c(c3)OCCO4)C2)c1 (configuration not stated)	-11	x	-5	4	0.1	-6	1.3	-3
COc1ccc(C(=O)NCC2CCN(C(=O)C(=O)c3cccs3)CC2)c(OC)c1	-1	x	x	15	0.0	x	0.2	3
O=C1c2ccccc2CN2C(=O)c3ccccc3CN12	-4	-5	1	21	0.2	4	2.1	0
C[C@H]1CCCCO[C@H](CN(C)S(=O)(=O)c2cn(C)cn2)[C@@H](C)CN([C@@H](C)CO)C(=O)c2cc(NC(=O)Cc3ccccc3)ccc2O1	x	0	2	-3	0.3	-29	-0.3	x
COc1ccc(CCNC(=O)C/C(C)=N/NC(=O)c2cnccn2)cc1	-2	8	-6	6	0.1	-10	2.1	-4
COc1cc2c(cc1OC)CN(CC(O)c1ccccc1)CC2 (configuration not stated)	-9	0	-2	-3	0.2	0	-1.4	2
CC(NC(=O)c1cccc(S(=O)(=O)N2CCc3ccccc32)c1)c1ccco1 (configuration not stated)	-17	-5	11	-14	0.1	-7	2.0	-2
Cc1ccc(CN2CC=CS2(=O)=O)cc1	-12	x	x	36	0.1	x	-0.2	1
O=C(C[C@H]1CC[C@@H]2[C@H](COC[C@H](O)CN2Cc2nccs2)O1)NCc1ccc(Oc2ccccc2)cc1	-1	1	0	2	0.4	-2	1.3	0
CN(Cc1ccccc1)C(CNS(=O)(=O)c1ccccc1)c1ccccc1 (configuration not stated)	-57	x	11	-28	0.4	-4	0.0	4
COC(=O)CN1C(=S)N(c2ccccc2)C(=O)C1CC(=O)Nc1ccc(Cl)cc1 (configuration not stated)	-10	3	x	-11	0.0	x	1.0	2
C[C@H](CO)N1C[C@H](C)[C@H](CN(C)S(=O)(=O)c2cn(C)cn2)Oc2c(NS(=O)(=O)c3ccc(Cl)cc3)cccc2C1=O	x	x	-1	-5	-0.1	x	0.1	x
NNC(=O)c1csc(CS(=O)(=O)c2ccc(Cl)cc2)n1	-14	-7	x	0	0.2	-2	0.8	2
CCCC#Cc1cnc2c(c1)C(=O)N([C@H](C)CO)C[C@@H](C)[C@H](CN(C)C(=O)c1ccc3c(c1)OCO3)O2	-9	-1	0	-14	0.0	1	0.4	-2
Cc1ccc(S(=O)(=O)N2C[C@@H](O)COC[C@@H]3O[C@@H](CC(=O)NCC4CCCCC4)CC[C@H]32)cc1	60*	24	5	1	-0.1	7	0.1	3
CC1CC(C)(C)NC(=S)N1CCCC(=O)Nc1ccc2c(c1)OCCO2 (configuration not stated)	-12	-11	7	-3	0.1	4	0.1	1
NC(=O)c1ccccc1N1CCCCC1	1	-3	x	5	0.3	x	-1.1	3

Reprinted at random: two records from the list.
SMILES	RAD52 anneal inh	ARNT TACC3 PPI	esBAF inh	INS-1E GSIS act	Xi reactivation	RAD54 branch	F508del corr	ERAP1 HTS inh
Cc1ccc(CN2CC=CS2(=O)=O)cc1	-12	x	x	36	0.1	x	-0.2	1
COC(=O)CN1C(=S)N(c2ccccc2)C(=O)C1CC(=O)Nc1ccc(Cl)cc1 (configuration not stated)	-10	3	x	-11	0.0	x	1.0	2

Given with values under each structure: part of the list above.
Results follow in this order: RAD52 anneal inh	ARNT TACC3 PPI	esBAF inh	INS-1E GSIS act	Xi reactivation	RAD54 branch	F508del corr	ERAP1 HTS inh
CCN(CC)S(=O)(=O)c1cccc(C(=O)Nc2nncs2)c1
 : x	-1	-10	0	x	-3	x	x
Cc1ccc(S(=O)(=O)N(C)C)cc1NC(=O)COc1ccc(-c2nnco2)cc1
 : -11	1	-3	19	-0.1	-14	0.6	2
O=C(Cc1c[nH]c2ccccc12)N/N=C/c1cccc(F)c1
 : -6	0	x	-26	0.0	0	0.7	0
CCOc1ccc(Oc2cc(N)cc([N+](=O)[O-])c2)cc1
 : -15	x	x	10	0.2	x	x	5
C=CCn1c(COc2ccc(Cl)cc2)nnc1SCC(=O)c1c(N)n(C)c(=O)n(C)c1=O
 : -6	-16	-3	-21	0.0	-4	3.0	1
CCCNC(=O)N1C[C@@H]2[C@H](c3ccccc31)[C@H](CO)N2CC1CCCCC1
 : -20	3	-3	-7	0.0	13	0.0	1
O=[N+]([O-])c1cc(CN2CCCCCC2)ccc1O
 : -13	-8	3	-4	0.0	-13	-2.4	1

(further entries)
SMILES	RAD52 anneal inh	ARNT TACC3 PPI	esBAF inh	INS-1E GSIS act	Xi reactivation	RAD54 branch	F508del corr	ERAP1 HTS inh
OC(CSc1ccncc1)CC(O)c1ccccc1 (configuration not stated)	8	-2	x	x	x	-6	1.1	-2
O=C(NC1CCC1)[C@@H]1[C@@H](CO)[C@@H]2Cn3c(ccc(-c4ccc(F)cc4)c3=O)[C@@H]2N1Cc1ccccn1	4	2	0	1	0.5	u	x	-8
CC(C)C#Cc1ccc([C@@H]2[C@@H](CO)N3CCCCN(C(=O)NC(C)C)C[C@H]23)cc1	11	-6	x	-2	0.2	1	-0.2	-1
Cc1ccc(S(=O)(=O)N(C)C[C@@H]2Oc3ccc(NC(=O)Nc4ccccc4)cc3CC(=O)N([C@H](C)CO)C[C@@H]2C)cc1	9	5	3	-15	-1.4	2	-1.4	3
O=C(Nc1ccc([N+](=O)[O-])cc1)c1cn(-c2ccccc2)nc1-c1cc2ccccc2o1	-1	-12	x	-7	0.0	x	-6.0	-1
CCOc1ccc(NC(=O)C2CCN(S(=O)(=O)c3cccs3)CC2)cc1	-9	1	9	6	0.4	-4	1.7	3
CCOCCCNC(=O)c1ccc(CS(=O)(=O)Cc2ccc(C)cc2)o1	x	-5	6	8	x	-21	x	x
Nc1nc(NCC2CCCO2)nc(Nc2ccc(Cl)cc2)c1[N+](=O)[O-] (configuration not stated)	-4	-3	x	-11	0.0	-1	-31	2
NC(=O)c1ccc(N2CCN(S(=O)(=O)c3ccccc3)CC2)c([N+](=O)[O-])c1	-27	4	-8	-9	0.1	3	-2.7	-2
CC(=O)NC1=C(Nc2ccc(N(C)C)cc2)C(=O)c2ccccc2C1=O	20	28	-74	-7	0.3	17	3.7	4
Nc1c(C(=O)NCc2ccccc2)c2nc3ccccc3nc2n1CCCN1CCOCC1	-26	-12	x	10	0.1	x	-0.5	-24
Cc1cccc(S(=O)(=O)N2CCCCN3[C@H](CO)[C@@H](c4ccc(C#CC5CC5)cc4)[C@@H]3C2)c1	x	15	x	20	-0.1	-10	-0.3	x
COc1ccc(CNC(=O)C[C@H]2C[C@@H]3c4cc(NS(C)(=O)=O)ccc4O[C@@H]3[C@@H](CO)O2)cc1	-8	1	-3	-3	-0.1	-12	-1.5	0
Brc1ccc(Nc2nc(-c3cccnc3)cs2)cc1	-12	-7	x	20	-0.3	x	3.5	4
O=C(COc1ccccc1Cl)Nc1ccc(CN2CCCCC2)cc1	-29	-3	-5	-7	-0.1	11	-1.0	0
CC(C)CCNC(=O)c1c[nH]c2ccc(S(=O)(=O)N3CCOCC3)cc2c1=O	-5	2	3	-1	0.0	x	-0.6	1
COn1c(C)c(C)c2c3nonc3ccc21	-18	3	x	0	0.0	x	-5.4	x
COc1cccc(NC(=O)Cn2nnc(C(=O)NCc3ccc4c(c3)OCO4)c2N)c1	-32	2	8	-1	0.0	6	0.9	2
CNc1cc(C(=O)Nc2cccc(OCc3ccccc3)c2)ncn1	-3	x	x	18	-0.2	2	0.4	5
CCCC#Cc1ccc2c(c1)O[C@@H](CN(C)C(=O)C1CCC1)[C@@H](C)CN([C@H](C)CO)S2(=O)=O	-35	2	-1	-9	0.0	0	-4.5	1
COc1ccc(C=NNC(=S)NC23CC4CC(CC(C4)C2)C3)cc1OC	3	3	x	2	0.6	x	3.3	2
COC(=O)c1ccc(CN2CC(=O)N3[C@H](CO)[C@@H](c4ccc(Br)cc4)[C@@H]3C2)cc1	-17	x	x	9	0.1	x	-1.4	x
O=C(C[C@H]1C[C@@H]2c3cc(NC(=O)Nc4ccccc4)ccc3O[C@@H]2[C@H](CO)O1)NCC(F)(F)F	13	-14	-5	23	-0.1	-5	0.8	0
CCCc1c(C)nc(N2CCN(c3ccccc3OC)CC2)[nH]c1=O	2	-1	-11	1	0.1	-4	2.2	-3
CCC(C)NCCOCCOc1ccc(Br)cc1 (configuration not stated)	1	4	-3	13	0.2	-2	0.3	3
Cc1ccc(CN(C)C(=O)c2cccc(S(=O)(=O)N3CCN(Cc4ccccc4)CC3)c2)o1	0	1	4	-63	0.1	2	1.9	1
O=C(c1ccc(-c2cc(O)c3ncccc3c2)cc1)N1CCNCC1	101*	66*	29	x	0.1	22	3.4	-5
CCOc1cc(C(=O)N/N=C/C2CC=CCC2)cc(OCC)c1OCC (configuration not stated)	-14	-37	x	x	0.0	x	-3.4	2
CC1(c2ccccc2)NC(=O)N(CC(=O)NCCN2C(=O)S/C(=C\c3cccnc3)C2=O)C1=O (configuration not stated)	-12	6	-1	2	0.2	-10	-0.3	-1
CCC(C)[C@H](NC(=O)Nc1ccccc1F)C(=O)OC (some centres not stated)	-2	4	5	-26	0.5	x	-1.5	26

One compound at a time, as listed above. Screens in order: RAD52 anneal inh	ARNT TACC3 PPI	esBAF inh	INS-1E GSIS act	Xi reactivation	RAD54 branch	F508del corr	ERAP1 HTS inh
Cc1cccc(S(=O)(=O)N2CCCCN3[C@H](CO)[C@@H](c4ccc(C#CC5CC5)cc4)[C@@H]3C2)c1 in the list: x	15	x	20	-0.1	-10	-0.3	x
CCOc1ccc(NC(=O)C2CCN(S(=O)(=O)c3cccs3)CC2)cc1 in the list: -9	1	9	6	0.4	-4	1.7	3

ARNT TACC3 PPI, entries above that show a hit
SMILES	RAD52 anneal inh	ARNT TACC3 PPI	esBAF inh	INS-1E GSIS act	F508del corr	ERAP1 HTS inh
O=C(c1ccc(-c2cc(O)c3ncccc3c2)cc1)N1CCNCC1	101*	66*	29	x	3.4	-5
